Source: PubChem (several laboratories)
PKA-R2B activ: activators of PKA-R2B holoenzyme, primary screen, biochemical, fluorescence polarization, Cy5-IP20, human; activation, % at 11.4 µM; AID 504700, 2011; cAMP-dependent protein kinase catalytic subunit beta (Homo sapiens) + cAMP-dependent …; 340,000 compounds, 0.079% hits; PKA-R2B holoenzyme dissociation; R2B truncated from residue 108, S112A mutant; 0% DMSO only, 100% 113 µM cGMP;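 active means activation above a cutoff set at the mean over all compounds plus 3 SD, cut at about 18% in these data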;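 further: higher means more holoenzyme dissociation and a rise in polarization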
PvdQ inh: P. aeruginosa PvdQ acylase inhibitors, primary screen, biochemical, fluorescence, plate reader and imaging, single point | PvdQ acylase [Pseudomonas aeruginosa LESB58] | 340,000 compounds, 0.063% hits | inhibition, % at 10 µM | purified PvdQ acylase; in the data active means inhibition above about 30%, passing the limit was not always enough; inconclusive means no clear call, values can overlap the other calls;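 further: 0% = vehicle neutral wells and 100% = reference inhibitor wells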
SR-BI uptake up: activators of SR-BI mediated DiI-HDL uptake, primary screen, ldlA[mSR-BI] CHO cells, DiI fluorescence | 3 h; 100 = double the neutral-control signal | activation, % at 12.5 µM | 320,000 compounds, 0.096% hits | AID 504775, 2011;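 active means mean replicate activation of at least 60% and every replicate at or above 60%; inconclusive means mean or all-replicate condition met, but not both; inactive means mean below 60% and not all replicates reaching 60%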;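 further: 0% = median plate neutral-control signal and 100% = twice that signal; values of inactives mirror those of a sister screen read the other way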
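system = CHO ldlA[mSR-BI] cells, LDL receptor-null, SR-BI overexpressing | medium = Ham's F12 with 0.5% BSA, HEPES 25 mM, pH 7.4 | probe or stimulus = DiI-HDL 10 µg/mL | compound dosing = single-point compound dose | incubation = compound exposure 3 h, 37 °C | technique = DiI fluorescence, bottom read | read-out = cell-associated DiI fluorescence as measure of HDL uptake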
LANA DNA inh: inhibitors of KSHV C-LANA binding to DNA, primary screen, biochemical, fluorescence polarization, FAM-LBS DNA, MBP-C-LANA, single point; Kaposi's sarcoma herpesvirus LANA C-terminal domain (residues 932-1162) DNA binding; inhibition, % at 9 µM; 340,000 compounds, 0.078% hits;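 active means highest replicate inhibition at or above 60% at 9 µM, even if other replicates fall short; inactive means all replicates below 60% inhibition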;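 further: 0% = neutral control wells and 100% = 4 µM acridine orange control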
Arrestin-AP2 inh: inhibitors of beta-arrestin/AP2 binding, primary screen, biochemical, GPCR trafficking, flow cytometry | beta-arrestin 1 C-terminal peptide binding to AP2 beta2-adaptin appendage (human) | FITC-arrestin peptide / GST-AP2 beads; AP2 beta2 appendage carries R879A mutation | inhibition, % at 10 µM | 340,000 compounds, 0.31% hits | AID 504490, 2011;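 active means inhibition above a set limit, near 3 SD of compounds lacking own fluorescence, cut at about 54% in these data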;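 further: plate controls were DMSO wells for no effect and 5 µM unlabelled arrestin peptide for full effect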
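system = GST-tagged AP2 beta2-adaptin appendage (R879A) on 4 µm glutathione beads | reagent = FITC-labelled arrestin peptide probe, 50 nM final | schedule = compound with beads 12 min RT, then probe 1 h RT | signal = HyperCyt-sampled flow cytometry, FL1 channel, ex 488/em 535 nm | read-out = percent response from loss of bead-bound FITC fluorescence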
NSD2 inh: NSD2 histone methyltransferase inhibitors, primary screen, biochemical, AlphaScreen, single concentration, set 2; 310,000 compounds, 0.54% hits; AID 743445, 2014; inhibition, % at 12.5 µM; NSD2 peptide methylation, 120 min; in the data active means inhibition above about 50%
Cardiac RTF inh: cardiac RTF calcium sensitivity inhibitors, primary screen, biochemical, IANBD-TnC fluorescence, EC70 calcium; 340,000 compounds, 0.12% hits; AID 493244, 2011; inhibition, % at 7.15 µM; IANBD-labeled cardiac RTF, Ca2+ fluorescence; Troponin I, cardiac muscle (Homo sapiens) + Troponin T, cardiac muscle (Homo sapiens) + …;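 active means inhibition above the mean inhibition of all tested compounds plus 3 SD, cut at about 17% in these data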;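 further: assay run at fixed EC70 calcium of 1.6 mM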
SR-BI DiI inh: inhibitors of SR-BI mediated HDL lipid uptake, primary screen, ldlA[mSR-BI] cells, fluorescence, single point. ldlA[mSR-BI] CHO cells, DiI-HDL uptake fluorescence, 3 h. inhibition, % at 12.5 µM. AID 488896, 2010. Scavenger receptor class B member 1 (Mus musculus), Q61009. 320,000 compounds, 0.96% hits;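 active means mean replicate inhibition of at least 70% and a set share of replicates each scoring 70 or more; inconclusive means meets just one of the two criteria; inactive means fails both criteria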;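 further: 0% = median of neutral control wells and 100% = median of positive control wells; values of inactives mirror those of a sister screen read the other way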
Target sequence (Q61009 whole entry, looked up): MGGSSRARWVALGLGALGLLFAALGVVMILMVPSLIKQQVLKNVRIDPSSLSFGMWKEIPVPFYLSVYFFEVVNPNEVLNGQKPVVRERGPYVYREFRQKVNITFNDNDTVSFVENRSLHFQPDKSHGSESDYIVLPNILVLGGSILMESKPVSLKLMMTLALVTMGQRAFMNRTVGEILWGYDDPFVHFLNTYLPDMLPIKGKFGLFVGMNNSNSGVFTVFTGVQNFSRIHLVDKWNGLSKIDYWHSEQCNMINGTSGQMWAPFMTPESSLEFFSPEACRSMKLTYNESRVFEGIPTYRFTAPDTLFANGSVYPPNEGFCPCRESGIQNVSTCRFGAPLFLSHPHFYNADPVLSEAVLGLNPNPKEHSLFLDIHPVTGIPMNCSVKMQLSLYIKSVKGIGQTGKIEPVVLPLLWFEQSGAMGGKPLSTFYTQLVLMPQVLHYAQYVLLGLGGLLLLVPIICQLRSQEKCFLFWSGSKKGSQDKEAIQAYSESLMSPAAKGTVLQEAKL
DAGLB inh: DAGLB lipase inhibitors, primary screen, biochemical, fluorescence, HTS; Diacylglycerol lipase-beta (Homo sapiens), Q8NCG7; HEK293T DAGLB membrane lysate, EnzChek fluorogenic substrate; inhibition, % at 5.17 µM; 340,000 compounds, 0.059% hits; in the data active means inhibition above about 34%;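 further: 0% = enzyme with vehicle and 100% = wells lacking enzyme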
Keap1 Nrf2 FP: Keap1-Nrf2 protein-protein interaction inhibitors, primary screen, biochemical, fluorescence polarization, single point. AID 504523, 2011. Keap1 Kelch-Nrf2 peptide fluorescence polarization, 1536-well. 340,000 compounds, 0.15% hits. inhibition, % at 9.4 µM; in the data active means inhibition above about 12%; inconclusive means no clear call, values can overlap the other calls; inactive means below about 7.3%;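 further: human Keap1 Kelch domain with fluorescein labeled Nrf2 9mer peptide probe; 0% = neutral control wells and 100% = peptide positive control; higher means more block of Keap1 binding to Nrf2 peptide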
Target sequence (Q14145 whole entry, looked up, the tested form may be a part): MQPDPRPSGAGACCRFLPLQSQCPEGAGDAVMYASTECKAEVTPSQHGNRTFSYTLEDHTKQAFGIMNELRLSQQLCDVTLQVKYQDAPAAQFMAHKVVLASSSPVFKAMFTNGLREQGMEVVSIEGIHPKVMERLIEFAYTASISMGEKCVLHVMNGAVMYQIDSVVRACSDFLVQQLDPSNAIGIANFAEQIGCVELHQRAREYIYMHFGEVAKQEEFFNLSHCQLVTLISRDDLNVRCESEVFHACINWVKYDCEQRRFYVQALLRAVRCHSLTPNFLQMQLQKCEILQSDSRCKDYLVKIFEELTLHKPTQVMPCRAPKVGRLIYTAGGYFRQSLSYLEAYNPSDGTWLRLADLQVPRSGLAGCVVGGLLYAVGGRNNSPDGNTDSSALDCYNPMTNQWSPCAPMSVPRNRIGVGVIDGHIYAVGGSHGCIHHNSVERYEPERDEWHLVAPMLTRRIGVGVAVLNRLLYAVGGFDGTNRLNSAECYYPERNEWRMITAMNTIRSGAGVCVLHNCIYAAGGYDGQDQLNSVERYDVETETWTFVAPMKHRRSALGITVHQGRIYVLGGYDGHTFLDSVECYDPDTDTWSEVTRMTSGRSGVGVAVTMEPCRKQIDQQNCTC
Active calls of the source: *; ? = inconclusive; / = no result given.

PKA-R2B activ | PvdQ inh | SR-BI uptake up | LANA DNA inh | Arrestin-AP2 inh | NSD2 inh | Cardiac RTF inh | SR-BI DiI inh | DAGLB inh | Keap1 Nrf2 FP | mol
-17 | 13 | -52 | -5.7 | 6 | 2 | -4 | 52 | 0 | -2 | Cc1cc2nc(N=C(N)N)nc(C)c2cc1C
8 | -42 | -13 | 0.4 | 2 | 0 | -4 | 13 | -1 | -1 | COC(=O)c1cccc(NC(=O)CSc2ncn[nH]2)c1
-4 | -1 | 5 | 0.0 | 30 | 1 | -1 | -5 | -3 | -1 | CN1CCN(NC(=O)/C=C/c2cccc([N+](=O)[O-])c2)CC1
-6 | 6 | -21 | 0.4 | 7 | 12 | 2 | 21 | -5 | 3 | COc1ccc(OC)c(NC(=O)c2cccnc2Sc2cc(C)ccc2C)c1
1 | 7 | 2 | -0.8 | 44 | -1 | 2 | -2 | -4 | -2 | Nn1c(SCC(=O)N2CCOCC2)nnc1C1CC1
-5 | 3 | 17 | 0.3 | -5 | -3 | -2 | -17 | -3 | -2 | O=C(CSc1ccc2nnc(CCNC(=O)c3ccccc3)n2n1)NC1CCCC1
0 | -19 | 0 | -0.4 | 4 | / | -3 | 0 | -14 | 0 | COc1ccc(OCC(O)COc2ccc(OC)cc2)cc1
-8 | -16 | 5 | 0.6 | -7 | 6 | 2 | -5 | 0 | 5 | S=C(NCCc1ccccc1)NN=C1CCCCCC1
-20 | -1 | 1 | -2.5 | 11 | -2 | -33 | -1 | -2 | -2 | COc1ccc(-n2ncc3c(NCC4CCCO4)ncnc32)cc1 (centres undefined)
7 | -2 | 5 | 1.5 | 9 | / | -21 | -5 | -2 | -2 | CCOC(=O)/C(=C\c1ccc([N+](=O)[O-])o1)NC(=O)c1ccccc1
15 | 11 | 16 | -1.1 | -6 | -2 | -33 | -16 | -4 | -4 | C=CCC(C=C)S(=O)(=O)c1ccc(C)cc1 (centres undefined)
7 | -11 | 3 | -0.2 | 9 | 3 | -5 | -3 | -2 | -3 | Cc1ccc(S(=O)(=O)N2CCCC(CCC(=O)NCc3ccccc3F)C2)s1 (centres undefined)
0 | -5 | -3 | 0.8 | -13 | / | -6 | 3 | -2 | -4 | O=S(=O)(/C=C/c1cccc(Br)c1)N1CCOCC1
2 | -7 | -40 | 0.9 | -22 | -2 | -5 | 40 | 2 | -4 | O=C(NNc1nc2c(F)cccc2s1)c1ccccc1
-7 | -5 | -1 | 0.5 | 19 | -2 | -4 | 1 | -11 | 0 | CCOc1cccc2cc(C(=O)NCCC3=CCCCC3)c(=O)oc12
-8 | -16 | -6 | -0.9 | 1 | -4 | -5 | 6 | 0 | -6 | CCOC(=O)c1cccc(S(=O)(=O)N2CCCC2)c1
-9 | -6 | 26 | -2.0 | -1 | -4 | 1 | -26 | -1 | -1 | O=C(COc1ccccc1Cl)Nn1cnnc1
-11 | 6 | -4 | 0.9 | 1 | -3 | -22 | 4 | -4 | -4 | O=C(COC(=O)c1ccccn1)Nc1cccc(Cl)c1Cl
-6 | -17 | -16 | -0.3 | 4 | 0 | 4 | 16 | 1 | -3 | Cc1cc(NC(=O)CSc2nc3ccc(Cl)cc3[nH]2)no1
5 | 15 | -43 | 0.1 | 20 | 7 | 2 | 43 | -7 | -1 | CCOC(=O)c1[nH]c2ccc(OC)cc2c1NC(=O)c1nonc1C
3 | -7 | -35 | 2.2 | 10 | / | 3 | 35 | 2 | -2 | CCOC(=O)c1[nH]c2c(c1C)C(=O)CC(c1ccc(N(C)C)cc1)C2 (centres undefined)
-10 | -1 | -12 | 2.9 | 7 | 29 | -3 | 12 | 3 | 0 | COc1ccc(C2CC(=O)Nc3n[nH]c(-c4ccccc4)c32)cc1OC (centres undefined)
8 | -3 | 17 | 0.1 | 12 | / | -4 | -17 | 1 | 2 | Cn1c(=O)c2c(nc(CN3CCCCC3)n2Cc2c(F)cccc2Cl)n(C)c1=O
-9 | -9 | -73 | -0.7 | -18 | -3 | 4 | ? | 1 | -4 | CCOC(=O)N1CCN(C(=O)c2ccc(Cn3c(=S)[nH]c4cc(C(=O)OC)ccc4c3=O)cc2)CC1
3 | -7 | 2 | 1.8 | -19 | -2 | -5 | -2 | 0 | -5 | CCc1nnc(NC(=O)c2ccc(Cl)nc2)s1
-7 | -9 | 1 | -1.2 | 0 | 1 | 0 | -1 | -2 | -5 | O=c1cc(CO)oc(CN2CCC(Cc3ccccc3)CC2)c1O
-15 | 25 | -7 | 5.5 | 9 | 3 | 2 | 7 | 1 | 0 | COc1ccc2[nH]cc(CCNC(=O)C3CCCO3)c2c1 (centres undefined)
16 | -5 | -14 | -0.1 | -7 | 6 | 0 | 14 | 1 | 0 | CCOC(=O)c1c(C)c(C(=O)NC2CCCCCC2)c(C)n1C
3 | -6 | 7 | 0.2 | 12 | 3 | -4 | -7 | 0 | -2 | COc1ccc(CNC(=O)CN2C(=O)COc3ccc(S(=O)(=O)N4CCCC4)cc32)cc1
-3 | -2 | 4 | -1.7 | 13 | 3 | 2 | -4 | -1 | -8 | COc1cccc(NC(=S)N(CCCN2CCOCC2)Cc2cn(C)c3ccccc23)c1
-1 | -12 | -98 | -4.1 | -6 | 1 | -1 | 98* | -6 | -2 | CCCCC/C=N/NC(=O)c1[nH]c2ccc([N+](=O)[O-])cc2c1C
6 | -1 | -2 | -0.6 | -3 | 1 | 19* | 2 | -1 | -3 | Cc1cccc(N(C(=O)Cc2cccs2)C(C(=O)NC2CCCC2)c2ccsc2)c1 (centres undefined)
10 | -8 | 18 | 0.9 | -11 | 0 | 4 | -18 | 4 | -3 | O=C(COC(=O)CNS(=O)(=O)c1cccc(Br)c1)NC(=O)Nc1ccc2c(c1)OCCO2
7 | 18 | / | 0.1 | 17 | 0 | -2 | / | -3 | 7 | COc1ccc(NC(=O)C2CCN(C(=O)c3ccco3)CC2)c(OC)c1
-15 | 2 | -34 | -0.9 | 2 | 3 | 0 | 34 | 3 | -3 | CCOc1nc(NCc2ccco2)nc(Nc2ccc(OC)cc2)n1
-1 | 4 | -15 | 0.9 | -4 | -3 | 1 | 15 | -2 | -3 | CCCn1c(SCc2ccon2)nc2ccccc2c1=O
1 | -16 | 21 | 1.2 | -2 | 0 | -8 | -21 | -1 | -2 | Cc1cc(NC(=O)c2noc3c2CCCC3)no1
-3 | -8 | 27 | -0.6 | 3 | -1 | -5 | -27 | 0 | -3 | Cc1ccc2c(c1)C(c1ccccc1)N(C(=O)CC(C)C)CC(=O)N2 (centres undefined)
-7 | -3 | 18 | 0.1 | 4 | 23 | 5 | -18 | 2 | -8 | COc1ccc(N(CC(=O)NC(C)c2ccccc2)S(=O)(=O)c2c(C)noc2C)cc1 (centres undefined)
-4 | -12 | 22 | 1.3 | 9 | / | -4 | -22 | 0 | 3 | O=C(c1cccc(N2CCNC2=O)c1)N1CCCC(Nc2cccc(F)c2)C1 (centres undefined)
1 | -3 | 5 | -2.1 | -3 | / | -5 | -5 | 2 | 1 | NC(N)=NS(=O)(=O)c1ccc(NC(=S)NC(=O)/C=C/c2cccs2)cc1
3 | 8 | 0 | 0.7 | 21 | 0 | 5 | 0 | -4 | -2 | COc1ccc(NC(=O)N2CCC(NC(=O)c3ccco3)CC2)cc1
-2 | 1 | 12 | -1.3 | 8 | / | 3 | -12 | 4 | 1 | O=C(Cc1ccc(F)cc1)N(c1ccc(F)cc1)C1C=CS(=O)(=O)C1 (centres undefined)
-2 | -9 | -2 | -0.6 | -3 | 0 | -15 | 2 | 0 | -2 | Clc1ccccc1Nc1nc(-c2cccnc2)cs1
-1 | -7 | 34 | -0.6 | 24 | 0 | 9 | -34 | 3 | -4 | Cc1cc(-c2ccccc2)nn1-c1nc2c(c(=O)[nH]c(=O)n2C)n1C
3 | -5 | -19 | -1.9 | 11 | -2 | 4 | 19 | -4 | 0 | CCOC(=O)c1c(C=O)c2ccccc2n1CC
-8 | 4 | -1 | -3.3 | 24 | 6 | -8 | 1 | -3 | 1 | Cc1ccc(SCCNCc2ccco2)cc1
-15 | -12 | 18 | -1.7 | -3 | -2 | -7 | -18 | 4 | -3 | O=C(Nc1cccc(Cl)c1)Nc1nnc(-c2ccccc2)o1
-9 | 11 | -28 | -2.4 | -4 | -8 | 0 | 28 | -6 | 2 | CCN(CC)c1nc(-c2ccc(C(=O)NN)cc2)nc(-c2ccc(C(=O)NN)cc2)n1
-6 | -1 | / | -2.1 | -2 | 0 | -13 | / | 0 | -4 | COc1cccc(NC(=O)Cc2nnc(SCC(=O)NC3CCCCC3)n2C)c1
-6 | -1 | 3 | -0.9 | -4 | / | 3 | -3 | 1 | -2 | CCCNC(=O)C1CC(c2ccccc2[N+](=O)[O-])=NO1 (centres undefined)
-1 | -15 | 3 | 0.7 | 1 | / | -47 | -3 | -13 | 0 | O=C(CSc1nc2ccccc2s1)CSc1nc2ccccc2s1

Rewritten bar-delimited: 3 of the compounds above.
SMILES | PKA-R2B activ | PvdQ inh | SR-BI uptake up | LANA DNA inh | Arrestin-AP2 inh | NSD2 inh | Cardiac RTF inh | SR-BI DiI inh | DAGLB inh | Keap1 Nrf2 FP
CCN(CC)c1nc(-c2ccc(C(=O)NN)cc2)nc(-c2ccc(C(=O)NN)cc2)n1 | -9 | 11 | -28 | -2.4 | -4 | -8 | 0 | 28 | -6 | 2
COc1cccc(NC(=O)Cc2nnc(SCC(=O)NC3CCCCC3)n2C)c1 | -6 | -1 | / | -2.1 | -2 | 0 | -13 | / | 0 | -4
CCCNC(=O)C1CC(c2ccccc2[N+](=O)[O-])=NO1 (centres undefined) | -6 | -1 | 3 | -0.9 | -4 | / | 3 | -3 | 1 | -2
